PI4K2A inh: blocks human PI4K2A kinase activity | activity change, negative = inhibition, % at 76.9 µM | purified PI4K2A, ADP-Glo luminescence, 1 h; stronger effect = lower value | AID 1346378 | 0.13% of 420,000 active; in the data active means activity change below about -50%; inconclusive means mostly about -30% to -49%;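 further: -100% = wells without enzyme as full effect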
Target sequence (Q9BTU6 whole entry, looked up): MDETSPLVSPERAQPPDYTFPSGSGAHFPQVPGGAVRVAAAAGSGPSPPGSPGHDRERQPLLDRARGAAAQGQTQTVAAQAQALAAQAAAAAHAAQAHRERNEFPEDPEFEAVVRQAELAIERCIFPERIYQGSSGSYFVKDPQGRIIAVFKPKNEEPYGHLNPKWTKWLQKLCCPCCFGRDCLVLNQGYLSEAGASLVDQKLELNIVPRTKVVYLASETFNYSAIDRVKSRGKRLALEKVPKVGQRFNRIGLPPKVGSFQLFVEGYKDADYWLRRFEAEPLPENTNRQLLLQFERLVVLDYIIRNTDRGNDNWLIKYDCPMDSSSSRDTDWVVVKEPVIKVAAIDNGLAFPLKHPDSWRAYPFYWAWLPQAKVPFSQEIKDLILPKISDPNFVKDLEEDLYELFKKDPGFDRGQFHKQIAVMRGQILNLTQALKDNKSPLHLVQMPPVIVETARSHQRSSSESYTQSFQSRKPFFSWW
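Compounds are screened against recombinant PI4K2A using PI as substrate and ATP, the latter dispensed at 300 microM. Reactions run one hour at ambient temperature before ADP-Glo detection; full inhibition defined by wells lacking enzyme.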
GLS inh: inhibitors of human glutaminase (GLS); GLS enzymatic activity, qHTS titration; Potency, µM (doses to about 45.5 µM), inactives show top-dose activity change, negative = inhibition, hits mostly inhibitors; O94925; 0.21% of 410,000 active; further: potency means the concentration at half of the fitted maximal effect; on the % scale 0 is the no-effect control and ±100 the full control effect
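Coupled fluorescence readout: glutamate oxidase/HRP/Amplex Red detect glutamate formed by hKGA from L-glutamine (1 mM solution added). Buffer 45 mM KH2PO4 pH 8.2, 0.02% Tween-20; reads at t0 and 30 min RT.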
Tb PGK inh: blocks T. brucei phosphoglycerate kinase. P07378. PGK/GAPDH coupled, Kinase-Glo luminescence, 60 min. Potency, µM (titrated, usually from 57.5 µM), inactives show at the top dose activity change, negative = inhibition, hits mostly inhibitors. 0.043% of 380,000 active; further: potency means the concentration at half of the fitted maximal effect; on the % scale 0 is the no-effect control and ±100 the full control effect; nearly all actives have a fitted effect of over 60% in size
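Luminescent ATP detection (Kinase-Glo Plus) follows a 60-minute room-temperature incubation, with wells lacking PGK as controls. Buffer: 100 mM TEA (pH 7.6), 5 mM MgCl2, 0.01% Tween-20. Coupling enzyme GAPDH (100 nM final) supplies unstable 1,3-BPG in-well.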
BAZ2B inh: inhibitors of human BAZ2B bromodomain | Q9UIF8 | 4.4% of 360,000 active | Potency, µM (series often up to 114 µM), for the others: at the highest dose activity change, negative = inhibition, most hits filed as inhibitors | AlphaScreen BAZ2B-H3K14Ac peptide displacement | AID 504333; further: potency means the concentration at half of the fitted maximal effect; on the % scale 0 is the no-effect control and ±100 the full control effect; nearly all actives have a fitted effect of over 60% in size
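BAZ2B 50 nM plus b-H3(5-23)K14Ac 50 nM, PBS pH 7.4/0.01% Tween-20, 30 min RT; compound added (max 110 uM), 30 min RT; streptavidin donor/Ni-chelate acceptor beads 10 ug/mL final, 20 min dark; AlphaScreen read.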
JMJD2A Tudor inh: JMJD2A Tudor domain (human) inhibition. O75164. AlphaScreen JMJD2A-Tudor / H3K4me3 peptide binding. AID 504339. Potency, µM (top dose mostly 114 µM), inactives show at the top dose activity change, negative = inhibition, most hits filed as inhibitors. 4.4% of 390,000 active; further: potency means the concentration at half of the fitted maximal effect; on the % scale 0 is the no-effect control and ±100 the full control effect; nearly all actives have a fitted effect of over 50% in size
ERG Ets-DNA blk: ERG Ets/DNA interaction inhibition; P11308; fluorescence polarization, His-ERG Ets domain / labelled DNA; Potency, µM (doses to about 76.9 µM), inactives show at the top dose FP activity, negative = inhibition, actives largely listed as inhibitors; 0.028% of 370,000 active; active means well fitted inhibition curve with a large enough effect in the polarisation, with a control signal flat; inconclusive means small, poorly fitted or top-dose-only effect, or effect the other way, or a change in a side signal; inactive means no such curve, though single readings can be large or run the other way; the % refers to the polarisation;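 further: polarization taken with two DNA probes labelled with fluorescein and Texas red; potency means the concentration at half of the fitted maximal effect; % of control where 0% means no effect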
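His-tagged ERG Ets domain (1 uM in the protein solution; 300mM KCl, 50mM Tris-HCl, 1mM EDTA, 1mM DTT, pH 7.5) received compound, then a probe mix of 5 nM fluorescein-DNA and 100nM Texas-615-DNA. Fluorescence polarization was read for both dyes.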
Pin1 inh: inhibitors of human Pin1 | Pin1 FP peptide displacement, HiFluor488, 10 min | Potency, µM (top dose mostly 115 µM), for inactives: at the highest dose activity, negative = inhibition, usual class: inhibitors | 0.009% of 390,000 active | AID 504891; active means well fitted inhibition curve with a large enough effect in the polarisation, with a control signal flat, not every such curve was filed as active; inconclusive means small, poorly fitted or top-dose-only effect, or effect the other way, or a change in a side signal; inactive means no such curve, though single readings can be large or run the other way; the % refers to the polarisation; further: potency means the concentration at half of the fitted maximal effect; on the % scale 0 is the no-effect control and ±100 the full control effect
Target sequence (Q13526 whole entry, looked up): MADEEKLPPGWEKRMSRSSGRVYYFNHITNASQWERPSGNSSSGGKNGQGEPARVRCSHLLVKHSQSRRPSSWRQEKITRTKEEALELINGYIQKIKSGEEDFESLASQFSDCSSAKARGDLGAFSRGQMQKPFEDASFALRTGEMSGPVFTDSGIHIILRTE
HP1b chromo inh: HP1-beta chromodomain-methylated histone interaction inhibition; AlphaScreen HP1-beta / biotin-H3K9me3 peptide binding; Potency, µM (doses to about 114 µM), for inactives: at the highest dose activity change, negative = inhibition, hits mostly inhibitors; AID 540317; P83916; 0.56% of 390,000 active; further: potency means the concentration at half of the fitted maximal effect; nearly all actives have a fitted effect of over 70% in size; inactives centre near 23
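HP1-beta protein (50 nM final) preincubated 30 min at room temperature with biotinylated H3(1-18)K9me3 peptide (50 nM) in PBS pH 7.4, 0.01% Tween-20, then compound added for 30 min. AlphaScreen streptavidin donor/nickel chelate acceptor beads (10 ug/mL final), 30 min dark, luminescence read.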
G9a block: G9a (human) methyltransferase inhibition; 8.8% of 350,000 active; Potency, µM (titrated, usually from 102 µM), for the others: at the highest dose activity, negative = inhibition, most hits filed as inhibitors; G9a H3K9 monomethylation, AlphaScreen, 2 h; Q96KQ7; further: potency means the concentration at half of the fitted maximal effect; on the % scale 0 is the no-effect control and ±100 the full control effect; nearly all actives have a fitted effect of over 75% in size
Target sequence (Q96KQ7 913-1193 limits assumed): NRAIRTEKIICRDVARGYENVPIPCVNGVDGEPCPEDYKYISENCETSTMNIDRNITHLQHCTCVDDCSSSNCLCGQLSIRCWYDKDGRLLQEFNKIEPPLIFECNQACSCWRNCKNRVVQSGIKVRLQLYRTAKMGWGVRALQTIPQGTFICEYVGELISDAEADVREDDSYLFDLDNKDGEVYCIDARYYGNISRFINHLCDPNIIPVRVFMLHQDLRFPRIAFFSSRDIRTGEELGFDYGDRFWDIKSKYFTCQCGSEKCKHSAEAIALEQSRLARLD
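Quantitative HTS format: methyltransferase activity on a biotin-tagged H3K9 peptide is measured by AlphaScreen, using a rabbit anti-monomethyl-H3K9 antibody with streptavidin donor and anti-IgG acceptor beads. Final levels are 20 nM enzyme, 500 nM peptide, 20 uM SAM; 2 h RT.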
* marks the source's active call; other numbers are inactive results; i = inactive; ? = inconclusive; . = no result given; [ ] = another dose, or the depositor's remark. Unless noted, the call rests on the fitted dose curve; in most records, active means well fitted curve in the direction sought with a large enough effect; inconclusive means small, poorly fitted or top-dose-only effect, or another doubt; inactive means no such curve, though single readings can be large; an effect the other way counts as inactive or inconclusive.

PI4K2A inh,GLS inh,Tb PGK inh,BAZ2B inh,JMJD2A Tudor inh,ERG Ets-DNA blk,Pin1 inh,HP1b chromo inh,G9a block,Molecule
3,10%,2%,12%,-17%,1%,-3%,24%,6%[59 µM],O=C1c2cccc3cccc(c23)C(=O)N1CCCN(C(=O)c1cccs1)c1cccc(F)c1
2,-1%,-9%,-14%,-9%,-6%,-5%,27%,33%[activator],CSc1nnc(CCNC(=O)OC(C)(C)C)o1
2,0%,0%,-3%,-20%,-8%,?,30%,.,CC(C)(C)OC(=O)N1CCC(c2cc(-c3cccs3)n[nH]2)CC1
5,-4%,-6%,1%,-15%,-2%,1%,28%,2%[59 µM],O=C(NCc1ccc(-c2csnn2)cc1)c1cc(Cl)cc(Cl)c1
1,-10%,8%,.,31%,9%,-7%,68%[activator],.,COC(=O)c1sccc1NC(=O)c1c(F)c(F)c(F)c(F)c1F
1,11%,-9%,-32%,-35%,0%,0%,-1%,?,Cc1oc(-c2ccc(Cl)cc2)nc1CN1CCCN(C(=O)c2ccco2)CC1
2,-7%,0%,-7%,-7%[11.4 µM],-1%,-2%,-21%,?,COc1ccc(N(CC(=O)NC2CCCC2)C(=O)CCC(=O)Nc2cc(C)on2)c(OC)c1
1,-8%,1%,-35%,-18%,-5%,-3%,33%,-11%,Cc1ccc2nc(NC(=O)COC(=O)c3ccccn3)sc2c1
5,-12%,-1%,3%,7%,0%,18%,53%[activator],?,Cc1ccc(S(=O)(=O)N2CCCC2C(=O)OCc2nc3ccccc3s2)cc1 (stereo not drawn)
1,22%,3%,-10%,-11%,-2%,-2%,21%,.,Cc1ccccc1NC(=O)Cc1nc(COC(=O)c2ccc(O)cc2O)cs1

(listing goes on)
PI4K2A inh,GLS inh,Tb PGK inh,BAZ2B inh,JMJD2A Tudor inh,ERG Ets-DNA blk,Pin1 inh,HP1b chromo inh,G9a block,Molecule
1,3%,-5%,1%,1%,-19%,-6%,46%,-8%,COc1ccc(-c2c[n+]3c(n2-c2ccc(C)cc2)CCCCC3)cc1
-2,-5%,-8%,4%,-4%,2%,2%,18%,.,Cc1nc(N)ncc1Sc1ccccc1
4,5%,4%,-3%,-12%,-9%,-2%,24%,2%[12.7 µM],Cc1ccccc1C(C)NC(=O)COC(=O)Cn1cc(C(F)(F)F)ccc1=O (stereo not drawn)
4,-1%,-3%,-2%,-5%,5%,?,34%,?,COc1cc(CCC(=O)Nc2ccc(S(=O)(=O)N3CCCC3)cc2)cc(OC)c1OC
-6,-13%,-1%,-27%,?,-2%,0%,-6%,-25%,CCc1ccc2c(c1)C(=O)C(=O)N2CC(=O)Nc1ccc(NC(=O)c2ccccn2)cc1
-1,-1%,2%,5%,24%,4%,-1%,82%[activator],.,O=C(c1ccc(Br)s1)N1CCc2ccccc2C1
0,6%,-2%,-22%,?,0%,25%,-6%,0%,CCc1ccc2oc(-c3ccc(NC(C)=O)cc3)nc2c1
-4,0%,-6%,6%,-5%,-2%,-9%,9%,11%,Cc1cccc(NS(=O)(=O)c2ccc(NS(=O)(=O)c3cccs3)cc2)c1
-2,8%,3%,0%,-14%,5%,8%,35%,-21%[59 µM],CC1CCCCN1S(=O)(=O)c1ccc2c(c1)oc(=O)n2CC(=O)Nc1ccc(Cl)cc1 (stereo not drawn)
3,?,-7%,-14%,-16%,1%,-4%,35%,4%,O=C(CSc1nnc(-c2ccc(C(F)(F)F)cn2)s1)c1ccccc1

Next section.
PI4K2A inh,GLS inh,Tb PGK inh,BAZ2B inh,JMJD2A Tudor inh,ERG Ets-DNA blk,Pin1 inh,HP1b chromo inh,G9a block,Molecule
6,6%,-2%,3%,-14%,0%,0%,15%,-2%,CC(C)OC(=O)c1cc(=O)[nH]c2ccccc12
4,-6%,i,-21%,-27%,-4%,2%,39%,-20%[59 µM],COc1cccc(C2C(C(=O)Nc3ccccc3OC)=C(C)Nc3nc4ccccc4n32)c1 (stereo not drawn)
0,1%,i,-16%,-4%,-3%,23%,30%,-2%[59 µM],Nc1nc(-c2ccccc2)nn1C(=O)c1ccco1
-1,1%,1%,5%,10%,1%,1%,50%[activator],15%[59 µM],Cc1ccc(CSc2nnc(-c3ccncc3)o2)c(C)c1
0,-2%,-10%,35%,-22%,11%,2%,49%[activator],.,CSCC[C@H](NC(=O)OC(C)(C)C)C(=O)N1CCC(C(=O)N[C@@H](C)C(=O)NC(C)c2ccccc2)CC1 (stereo partly drawn)
8,17%,i,10%,-29%,-2%,-3%,18%,34%[12.7 µM],Cn1c(=O)c2c(nc(NCCCO)n2Cc2cccc(C(F)(F)F)c2)n(C)c1=O
1,-4%,5%,0%,-8%,-10%,39%[activator],26%,-17%[59 µM],O=C(NCc1ccccc1)c1ccc2c(c1)N(Cc1cccc(Cl)c1)C(=O)c1ccccc1S2(=O)=O
2,-4%,-4%,3%,-2%,-3%,-2%,2%,50µM*,COc1cc(/C=N/NC(=O)Cc2ccc(Br)cc2)cc(OC)c1O
-1,-2%,i,-23%,-4%,-3%,0%,16%,-19%,CC(C)CNC(=O)CSc1nc2nn(-c3ccccc3)c(=O)c-2c2n1CCCCC2
-2,0%,-2%,?,-4%,11%,4%,42%[activator],.,CC(=O)c1cccc(NS(=O)(=O)c2ccc(-c3cnc(C4CC4)o3)cc2)c1

Going on with the list:
PI4K2A inh,GLS inh,Tb PGK inh,BAZ2B inh,JMJD2A Tudor inh,ERG Ets-DNA blk,Pin1 inh,HP1b chromo inh,G9a block,Molecule
4,-2%,-4%,-18%,-6%,12%,-9%,36%,59%[activator],CCC1CN(C(=O)N2CCC(C(=O)NCc3ccc(F)cc3)CC2)c2ccccc2O1 (stereo not drawn)
3,24%,-1%,-4%,-11%,4%,-12%,18%[57 µM],-7%,COc1ccccc1OCC(=O)Nc1ccccc1C(=O)Nc1cccc(C(=O)O)c1
-1,-5%,i,-27%,-5%,-4%,-1%,41%[activator],13%[12.7 µM],CCC(=O)Nc1cccc(C(=O)c2ccc(C)c(C)c2)c1
-2,-6%,-8%,-21%,-5%,-4%,5%,57%[activator],-31%,CC(C)CCNC(=O)c1nnc(Cc2ccc(Cl)cc2)o1
1,-13%,-4%,-36%,?,9%,6%,-7%,-25%,COc1ccc(OC)c(NC(=O)CSCc2cnn(-c3ccccc3)c2-n2cccc2)c1
2,16%,5%,14%,0%,-2%,4%,25%,8%,CCOC(=O)C1CCCN(C(=O)c2ccc(Cl)c(S(=O)(=O)N3CCCCCC3)c2)C1 (stereo not drawn)
2,-1%,-9%,-1%,-7%,2%,7%,27%,7%[59 µM],O=c1c2sccc2n(Cc2cc(=O)n3ccccc3n2)c(=O)n1-c1cccc(C(F)(F)F)c1
8,15%,2%,7%,-11%,6%,12%,22%,-19%,CCN1CCN(C(=S)c2ccc(OCC(=O)N3CCOCC3)cc2)CC1
-5,4%,-4%,2%,-1%,0%,1%,37%,2%[59 µM],O=C(Nc1c(-c2ccc(F)cc2)nc2ccccn12)c1cccc(F)c1
4,-6%,-2%[11.5 µM],36%,32µM*,.,2%,9%,-23%[12.7 µM],CCN1C(=O)c2cccc3cccc1c23

Part of the list above, with values under each structure:
Under each structure – PI4K2A inh	GLS inh	Tb PGK inh	BAZ2B inh	JMJD2A Tudor inh	ERG Ets-DNA blk	Pin1 inh	HP1b chromo inh	G9a block
CCOC(=O)C1CCCN(C(=O)c2ccc(Cl)c(S(=O)(=O)N3CCCCCC3)c2)C1 (stereo not drawn)
  2	16%	5%	14%	0%	-2%	4%	25%	8%
O=c1c2sccc2n(Cc2cc(=O)n3ccccc3n2)c(=O)n1-c1cccc(C(F)(F)F)c1
  2	-1%	-9%	-1%	-7%	2%	7%	27%	7%[59 µM]
CCN1CCN(C(=S)c2ccc(OCC(=O)N3CCOCC3)cc2)CC1
  8	15%	2%	7%	-11%	6%	12%	22%	-19%
O=C(Nc1c(-c2ccc(F)cc2)nc2ccccn12)c1cccc(F)c1
  -5	4%	-4%	2%	-1%	0%	1%	37%	2%[59 µM]
CCN1C(=O)c2cccc3cccc1c23
  4	-6%	-2%[11.5 µM]	36%	32µM*	.	2%	9%	-23%[12.7 µM]

The results go on.
PI4K2A inh,GLS inh,Tb PGK inh,BAZ2B inh,JMJD2A Tudor inh,ERG Ets-DNA blk,Pin1 inh,HP1b chromo inh,G9a block,Molecule
3,?,i,-36%,?,1%,-4%,?,?,N#C/C(=C\c1c(N(Cc2ccccc2)Cc2ccccc2)nc2ccccn2c1=O)C(N)=O
4,?,-4%,-1%,-10%,-8%,4%,64%[activator],4%,Cc1c(OCC(=O)N(C)C)ccc2c(-c3ccccc3)cc(=O)oc12
3,-5%,-10%,-17%,-21%,-12%,1%,9%,-40%,OCC1(CCCc2ccccc2)CCN(Cc2cc(F)ccc2F)CC1
-1,64%[activator],i,1%,-12%[11.4 µM],-3%,-2%,-2%,4%[12.7 µM],O=C(Nc1cc(S(=O)(=O)N2CCOCC2)ccc1N1CCOCC1)c1ccc(Cl)nc1
-1,0%,-7%,?,?,0%,-5%,-10%,22µM*,COc1ccc(/C=N/Nc2cc(N3CCCC3)nc(N3CCCC3)n2)cc1
2,-1%,i,0%,-4%,-1%,6%,23%,0%[12.7 µM],CC(C)(C)NC(=O)Cn1nnnc1-c1nonc1N

Screening results: PubChem BioAssay, National Center for Advancing Translational Sciences (NCATS)
